High-throughput results from PubChem.
TGFb inhibitor: blocks TGF-b signaling; Potency, µM (series often up to 46.1 µM), for the others: at the top dose activity, negative = inhibition, actives largely listed as inhibitors; actives 1.2% (n = 410,000); HepG2 CAGA-GFP TGF-b/SMAD3 reporter, GFP fluorescence, 18 h; TGF-beta stimulated, 500 pg/mL final; further: potency means the concentration at half of the fitted maximal effect; on the % scale 0 is the no-effect control and ±100 the full control effect; nearly all actives have a fitted effect of over 65% in size
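HEPG2 CAGA-GFP, 1000 cells/well; 2 h settle, 37 C; cpd via pin tool; TGF-b 500 pg/mL final; 18 h, 37 C; GFP imaging ex488/em500-530; %Activity normalised to -TGF-b and +DMSO controls; CRC fit, curve class.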
Nrf2 block: inhibitors of Nrf2 signaling. A549 ARE-Fluc reporter, luciferase luminescence, 18-24 h. AID 504444. Potency, µM (series often up to 46 µM), for inactives: at the top dose activity change, negative = inhibition, most hits filed as inhibitors. actives 2.1% (n = 360,000); further: potency means the concentration at half of the fitted maximal effect; on the % scale 0 is the no-effect control and ±100 the full control effect; nearly all actives have a fitted effect of over 60% in size
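In this cell-based qHTS, ARE-driven firefly luciferase in A549 cells reports Nrf2 activity; the luminescent signal after BugLite lysis is the measured value, with a prior CellTiter-Fluor read for cell health.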
CCT chaperon mod: modulators of cytosolic chaperonin (CCT/TRiC) activity; AID 651819; activity change, % (concentration not given with the values), hits read low; purified chaperonin ATPase assay, HTRF ADP detection, 30 min; actives 0.3% (n = 360,000); in the data active means activity change below about -30%; further: on the % scale 0 is the no-effect control and ±100 the full control effect
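TRiC (40 or 20 nM final, by batch activity) in 30 mM Tris pH 7.4, 100 mM KCl, 5 mM MgCl2, 1 mM DTT was treated with compound at 76 uM single dose, then 10 uM ATP, 30 min at 37 °C. ADP was read by HTRF Transcreener.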
EPAC2 antag: EPAC2 (human) antagonism; Q8WZA2; EPAC2 GEF exchange of Rap1B-BODIPY-GDP, fluorescence; Potency, µM (top dose mostly 114 µM), for inactives: at the highest dose activity, negative = inhibition, hits mostly inhibitors; actives 0.18% (n = 360,000); further: potency means the concentration at half of the fitted maximal effect; on the % scale 0 is the no-effect control and ±100 the full control effect; nearly all actives have a fitted effect of over 45% in size; many of its hits are not listed in these tables
Target sequence (Q8WZA2 whole entry, looked up): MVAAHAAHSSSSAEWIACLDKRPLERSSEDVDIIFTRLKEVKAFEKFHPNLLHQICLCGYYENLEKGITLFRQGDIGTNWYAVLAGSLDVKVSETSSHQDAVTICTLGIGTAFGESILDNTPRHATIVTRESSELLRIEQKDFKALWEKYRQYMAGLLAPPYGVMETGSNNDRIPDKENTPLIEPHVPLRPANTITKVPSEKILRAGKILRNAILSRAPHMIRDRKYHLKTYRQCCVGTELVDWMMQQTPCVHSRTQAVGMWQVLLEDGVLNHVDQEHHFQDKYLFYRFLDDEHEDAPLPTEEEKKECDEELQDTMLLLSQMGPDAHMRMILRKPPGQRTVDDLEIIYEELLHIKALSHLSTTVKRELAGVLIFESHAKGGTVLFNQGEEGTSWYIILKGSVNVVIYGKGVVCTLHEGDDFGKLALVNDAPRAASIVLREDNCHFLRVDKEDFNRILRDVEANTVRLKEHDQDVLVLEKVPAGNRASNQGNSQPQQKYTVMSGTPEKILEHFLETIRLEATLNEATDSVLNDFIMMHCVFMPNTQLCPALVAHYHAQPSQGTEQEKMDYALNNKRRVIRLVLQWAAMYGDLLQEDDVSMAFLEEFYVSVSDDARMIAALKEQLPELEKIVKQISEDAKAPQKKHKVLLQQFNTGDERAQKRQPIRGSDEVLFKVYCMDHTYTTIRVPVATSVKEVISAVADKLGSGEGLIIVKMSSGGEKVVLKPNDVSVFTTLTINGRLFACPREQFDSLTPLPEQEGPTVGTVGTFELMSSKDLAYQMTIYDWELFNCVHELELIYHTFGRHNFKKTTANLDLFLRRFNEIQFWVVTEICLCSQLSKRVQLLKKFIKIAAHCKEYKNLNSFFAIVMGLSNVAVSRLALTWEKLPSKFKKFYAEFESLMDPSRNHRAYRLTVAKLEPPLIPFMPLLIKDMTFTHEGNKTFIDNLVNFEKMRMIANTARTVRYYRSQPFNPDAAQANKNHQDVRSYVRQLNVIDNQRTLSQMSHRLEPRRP
A549 viability: A549 cytotoxicity, counter-screen for Nrf2 inhibitors. A549 ARE-Fluc cells, CellTiter-Fluor viability, 18-24 h. Potency, µM (highest dose often 46 µM), inactives show at the top dose activity change, negative = cytotoxicity, hits mostly inhibitors. actives 0.16% (n = 390,000); further: potency means the concentration at half of the fitted maximal effect; on the % scale 0 is the no-effect control and ±100 the full control effect
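A549 ARE_Fluc cells in 5% FBS OPTI-MEM were exposed to compounds in concentration-response for 18-24 h at 37 deg C. Viability was read by CellTiter-Fluor fluorescence (Ex 405/Em 525) after 30 min, before the luciferase read.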
EPAC2 agonist: EPAC2 (human) agonism; Q8WZA2; EPAC2 activation, biochemical qHTS; response scale: 100% = 6.5 mM cAMP response; Potency, µM (highest dose often 154 µM), without a hit: at the top dose activation, most hits filed as activators; actives 0.079% (n = 360,000); AID 720711; further: potency means the concentration at half of the fitted maximal effect; nearly all actives have a fitted effect of over 50% in size
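Compounds were added across a concentration range to EPAC2 (100 nM), RAP1B-BODIPY-GDP (250 nM) and GDP (50 uM). After 5 min at room temperature, fluorescence was recorded at 5-min intervals for 30 min.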
Akt phos inh: Akt phosphorylation inhibition; activity change, % for hits at 50 µM; actives 0.32% (n = 360,000); Neuro2A IGF-stimulated pAkt S473 HTRF, 20 min; stronger effect = lower value; in the data active means activity change below about -80%; inconclusive means mostly about -51% to -80%; further: on the % scale 0 is the no-effect control and ±100 the full control effect
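Single-point screen (50 µM final compound) in Neuro2A cells stimulated 20 min with 6 nM IGF at 37 deg C. After lysis, Ser473-phosphorylated Akt read by HTRF (ex 330 nm, em 615/665 nm) as the 665/615 ratio.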
Nrf2 activator: Nrf2 pathway activation; AID 624171; actives 0.31% (n = 410,000); AREc32 ARE-luciferase reporter (MCF7-derived line), luminescence, 24 h; Potency, µM (titrated, usually from 46.1 µM), without a hit: at the highest dose activation, usual class: activators; further: potency means the concentration at half of the fitted maximal effect; % of control where 0% means no effect; nearly all actives have a fitted effect of over 65% in size
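AREc32 cells carrying an ARE-driven firefly luciferase reporter were seeded at 1000 cells/well in OPTI-MEM with 5% FBS, then exposed to compound for 24 hr at 37 deg C. Luminescence was read with Steady-Glo after 30 min at RT.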
MmCpn inh: inhibitors of Methanococcus maripaludis chaperonin (MmCpn). Potency, µM (series often up to 76.9 µM), without a hit: at the top dose activity, negative = inhibition, hits mostly inhibitors. actives 0.031% (n = 330,000). purified Mm-Cpn ATPase, ADP Transcreener TR-FRET; further: potency means the concentration at half of the fitted maximal effect; on the % scale 0 is the no-effect control and ±100 the full control effect; nearly all actives have a fitted effect of over 80% in size
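ATPase turnover read by TR-FRET ADP competition (Eu cryptate antibody/ADP-d2, 665/590 nm): 10uM ATP final, 25nM Mm-CPN final, 30 min 37degC after 10-min compound preincubation, pH 7.4 Tris/KCl/MgCl2/DTT buffer.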
Active calls of the source: *; i = inactive; ? = inconclusive; · = not tested or not shown; [ ] = remark or other dose. Unless noted, the call rests on the fitted dose curve; in most records, active means well fitted curve in the direction sought with a large enough effect; inconclusive means small, poorly fitted or top-dose-only effect, or another doubt; inactive means no such curve, though single readings can be large; an effect the other way counts as inactive or inconclusive.

Results follow in this order: TGFb inhibitor	Nrf2 block	CCT chaperon mod	EPAC2 antag	A549 viability	EPAC2 agonist	Akt phos inh	Nrf2 activator	MmCpn inh
> Fc1cccc(NC(=S)NCCN2CCOCC2)c1
 : -15.8%	-0.8%	-1.0	5.6%	-0.1%	5.3%	i	5.6%	1.2%
> CCOC(=O)CNC(=O)CSc1nc2cccnc2n1CC
 : 3.0%	0.5%	-0.2	-1.6%	-11.7%	2.5%	i	-0.3%	1.9%
> Cc1ccccc1NC(=O)Cc1nc(COC(=O)CNS(=O)(=O)c2cccc(Br)c2)cs1
 : 0.3%	-16.4%	-3.6	-7.4%	-1.6%	-1.2%	i	0.0%	-11.0%
> COC(=O)c1cc(C(=O)OC)cc(N2C(=O)CC(NNC(=O)c3ccc(C)cc3)C2=O)c1 (centres undefined)
 : -16.0%	16.7%	1.5	4.7%	-0.3%	-0.1%	i	2.2%	2.7%
> Cc1[nH]c2c(C)cccc2c1CCNC(=O)c1ccc2c(c1[N+](=O)[O-])C(=O)c1ccccc1C2=O
 : ?	-28.2%	0.1	3.0%	?	-3.6%	i	6.8%	0.9%
> CNC(=S)N(Cc1ccc(OC)cc1)C1CC(=O)N(c2ccc(OC)cc2)C1=O (centres undefined)
 : 7.1%	·	0.5	-1.3%	-4.2%	-2.2%	i	2.2%	3.3%
> COCCCn1c(C(=O)NCCC2=CCCCC2)cc2c(=O)n3cccc(C)c3nc21
 : -1.2%	?	0.9	4.9%	?	-9.4%	i	-2.9%	-1.2%
> COc1ccccc1N1CCN(C(=O)c2cccc(N3C(=O)NC4CC3(C)Oc3c(OC)cccc34)c2)CC1 (centres undefined)
 : 10.2%	4.0%	-3.7	4.1%	0.4%	2.4%	i	0.1%	2.6%
> COC(=O)c1ccc(N2C(=O)C3C4C=CC(CC4)C3C2=O)cc1 (centres undefined)
 : 0.0%	0.1%	0.2	-21.7%	2.3%	3.6%	i	1.5%	1.0%
> CCCSC1=C(C#N)C(c2cccs2)C(C(=O)Nc2ccccc2)=C(C)N1 (centres undefined)
 : ?	-21.9%	-1.5	-8.6%	-18.2%	5.2%	i	18.5%	-23.6%
> O=C(CCN1CCN(C(c2ccccc2)c2ccccc2)CC1)N/N=C/c1ccc(O)cc1
 : -1.3%	16.7%	-4.1	-7.5%	-1.1%	2.7%	i	2.0%	1.0%
> O=S(=O)(Nc1ccccc1N1CCOCC1)c1ccccc1C(F)(F)F
 : -27.1%	-8.5%	-1.8	?	-2.6%	10.2%	i	-0.4%	0.3%
> Nc1ccc(Oc2ccc3c(c2)OCO3)cc1
 : 1.6%	?	-0.9	-6.7%	?	19.3%	i	0.0%	1.2%
> Cc1ccccc1NC(=O)CN1CCC(n2nnc3ccccc32)CC1
 : 2.6%	-8.0%	-0.7	-0.1%	0.0%	8.6%	i	0.1%	-13.6%
> CCN(CC)c1sc(S(=O)(=O)c2ccccc2)nc1S(=O)(=O)c1ccc(C)cc1
 : -2.7%	-22.8%	·	·	0.5%	·	·	?	·
> O=C(NCCOc1ccccc1)c1cc([N+](=O)[O-])ccc1N1CCOCC1
 : ?	16.4%	-1.9	26.0%	-15.7%	4.2%	i	-0.4%	-2.4%
> COCCNC(=O)Cn1cnc2c(cnn2-c2ccc(OC)cc2)c1=O
 : 3.4%	3.9%	0.0	-0.5%	0.3%	0.5%	i	-0.3%	1.0%
> CCN(CC)CCCn1c2c(c(SCC(=O)Nc3cccc(C)c3C)nc1=O)CCC2
 : 0.0%	-6.6%	-2.8	6.1%	-2.1%	5.3%	i	-0.7%	0.4%
> COc1ccccc1NC(=O)CCc1nnc2ccc(N3CCCCC3)nn12
 : 0.1%	-1.5%	-2.1	5.1%	-0.6%	-6.1%	i	-0.3%	0.3%
> Cc1ccc(-n2[nH]c(C)c(/C=N/c3cccc(C)n3)c2=O)cc1
 : -2.1%	-4.0%	-3.7	1.9%	1.1%	-1.4%	i	2.7%	0.6%

Some of these compounds in order of the Nrf2 block value, highest first:
| canonical_smiles | Nrf2 block |
| --- | --- |
| O=C(CCN1CCN(C(c2ccccc2)c2ccccc2)CC1)N/N=C/c1ccc(O)cc1 | 16.7% |
| COc1ccccc1N1CCN(C(=O)c2cccc(N3C(=O)NC4CC3(C)Oc3c(OC)cccc34)c2)CC1 (centres undefined) | 4.0% |
| COCCNC(=O)Cn1cnc2c(cnn2-c2ccc(OC)cc2)c1=O | 3.9% |

The listing continues:
Results follow in this order: TGFb inhibitor	Nrf2 block	CCT chaperon mod	EPAC2 antag	A549 viability	EPAC2 agonist	Akt phos inh	Nrf2 activator	MmCpn inh
> CCCN(CC(=O)Nc1ccccc1C)C(=O)CCCOc1ccc(Br)cc1
 : -23.0%	-29.7%	-1.6	-5.8%	-0.6%	10.5%	i	0.5%	-2.5%
> O=C(Nc1nnc(-c2cccs2)o1)c1ccc(S(=O)(=O)N2CCOCC2)cc1
 : -14.2%	?	-0.2	-11.2%	-11.5%	10.1%	i	-0.2%	0.2%
> Nc1ncnc2c1ncn2[C@@H]1O[C@H](CO)[C@@H](O)[C@H]1O
 : -4.4%	-0.6%	-0.5	18.9%	-4.0%	-1.8%	i	-0.2%	0.4%
> CC(=O)C1C(c2ccc(Cl)cc2)c2c(n[nH]c2C)CC1(C)O (centres undefined)
 : 14.0%	-0.7%	-1.6	0.4%	0.1%	5.3%	i	0.1%	3.2%
> O=C(CCCC(=O)NC1CCCCC1)Nc1ccc([N+](=O)[O-])cc1
 : 2.7%	?	-3.6	1.6%	2.2%	5.2%	i	-0.4%	-0.9%
> O=C(Nc1nc(-c2ccccc2)cs1)C1CCCCN1S(=O)(=O)c1ccccc1 (centres undefined)
 : ?	?	-7.0	-9.3%	-4.5%	19.2%	i	2.3%	-4.1%
> CCCN1C(=O)C(O)(CC(=O)c2ccc(OC)c(OC)c2)c2ccccc21 (centres undefined)
 : 3.4%	-8.1%	·	·	-2.3%	·	·	3.7%	·
> CC(Nc1cc(C)cc(C)c1)=[N+](C)CCNS(=O)(=O)c1ccc(Cl)cc1
 : 0.0%	-7.0%	0.4	8.6%	-0.5%	-3.8%	i	-0.3%	1.8%
> Cc1nn(C(=O)CCC(=O)NCCc2ccccc2)c2ccccc12
 : -0.1%	0.7%	-0.7	0.7%	14.9%	-0.3%	i	-1.7%	0.3%
> Cc1c(C(=O)OCC(=O)NCC2CCCO2)cccc1[N+](=O)[O-] (centres undefined)
 : -0.4%	-11.4%	-0.4	-3.9%	-5.5%	3.1%	i	-0.1%	0.8%
> Cc1ccccc1-n1c(SCc2c(C)noc2C)nnc1-c1cccnc1
 : 41.6%[activator]	9.1%	1.3	6.1%[57.1 µM]	-7.5%	7.0%	i	-0.2%	-1.0%
> COc1ccc(CCNC(=O)C2CCN(Cc3nc(-c4ccc(Cl)cc4)oc3C)CC2)cc1OC
 : -24.6%	-2.6%	-1.4	0.2%	7.2%	1.9%	i	0.2%	·
> CCOC(=O)COc1c(Br)cc(/C=C2\SC(=O)N(CC(=O)N3CCCC3)C2=O)cc1OC
 : 5.3%	2.9%	0.3	-4.3%	-2.1%	-1.7%	i	-0.4%	-2.7%
> N#CC1=C2SCN(Cc3ccco3)CN2C(=O)CC1c1cccc2ccccc12 (centres undefined)
 : ?	-13.7%	-0.9	-8.5%	-5.9%	-12.0%	i	2.3%	1.0%
> COc1ccc(Cl)cc1NC(=S)NCCc1ccc(S(N)(=O)=O)cc1
 : -4.3%	-20.2%	0.8	2.8%	0.9%	-8.2%	i	2.9%	-0.4%
> O=C(CSc1ncc2c(n1)-c1ccccc1N(Cc1ccc(F)cc1)S2(=O)=O)NCc1ccccc1
 : 11.7%	?	·	·	-0.2%	·	·	-1.1%	·
> COc1ccc(CNc2cc(-c3ccc(OC)cc3)nc3nncn23)cc1
 : ?	?	·	·	0.1%	·	·	6.3%	·
> CC1(C(=O)NS(=O)(=O)Cc2cccc(Cl)c2)CCN1C(=O)C/C=C/c1ccccc1 (centres undefined)
 : 19.2%	·	-1.6	0.1%	·	-1.4%	i	0.1%	·

Reformatted with each value named: part of the list above
CC(Nc1cc(C)cc(C)c1)=[N+](C)CCNS(=O)(=O)c1ccc(Cl)cc1
  TGFb inhibitor: 0.0% | Nrf2 block: -7.0% | CCT chaperon mod: 0.4 | EPAC2 antag: 8.6% | A549 viability: -0.5% | EPAC2 agonist: -3.8% | Akt phos inh: i | Nrf2 activator: -0.3% | MmCpn inh: 1.8%
Cc1nn(C(=O)CCC(=O)NCCc2ccccc2)c2ccccc12
  TGFb inhibitor: -0.1% | Nrf2 block: 0.7% | CCT chaperon mod: -0.7 | EPAC2 antag: 0.7% | A549 viability: 14.9% | EPAC2 agonist: -0.3% | Akt phos inh: i | Nrf2 activator: -1.7% | MmCpn inh: 0.3%
Cc1c(C(=O)OCC(=O)NCC2CCCO2)cccc1[N+](=O)[O-] (centres undefined)
  TGFb inhibitor: -0.4% | Nrf2 block: -11.4% | CCT chaperon mod: -0.4 | EPAC2 antag: -3.9% | A549 viability: -5.5% | EPAC2 agonist: 3.1% | Akt phos inh: i | Nrf2 activator: -0.1% | MmCpn inh: 0.8%
Cc1ccccc1-n1c(SCc2c(C)noc2C)nnc1-c1cccnc1
  TGFb inhibitor: 41.6%[activator] | Nrf2 block: 9.1% | CCT chaperon mod: 1.3 | EPAC2 antag: 6.1%[57.1 µM] | A549 viability: -7.5% | EPAC2 agonist: 7.0% | Akt phos inh: i | Nrf2 activator: -0.2% | MmCpn inh: -1.0%

The list is partial; count on the stated rates, not on these rows.
